RBBP9 inh: human RBBP9 inhibitors, primary screen, biochemical, fluorescence polarization, FP-Rh probe, HTS | Serine hydrolase RBBP9 (Homo sapiens), O75884 | recombinant RBBP9 | inhibition, % at 7.94 µM | 220,000 compounds, 0.2% hits;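 active means inhibition above the campaign mean of all tested compounds plus 3 SD, cut at about 14% in these data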;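 further: plate controls were DMSO wells with RBBP9 for no effect and wells lacking RBBP9 protein for full effect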
Target sequence (O75884 whole entry, looked up): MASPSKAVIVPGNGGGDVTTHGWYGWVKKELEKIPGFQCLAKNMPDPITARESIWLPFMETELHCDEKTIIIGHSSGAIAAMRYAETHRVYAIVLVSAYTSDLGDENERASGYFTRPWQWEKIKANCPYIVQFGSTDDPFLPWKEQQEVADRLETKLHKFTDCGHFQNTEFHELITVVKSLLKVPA
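Measured by: FP readout at 525/598 nm; material: recombinant human RBBP9; also added: Serine-hydrolase probe FP-Rh, 375 nM pre-mixing; medium: Tris buffer pH 8.0, NaCl, Pluronic; replication: one well per compound; doses: one concentration, 7.94 µM nominal, 0.794% DMSO; timing: preincubation 30 min plus labeling 45 min at 25 °C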
MDM2 E3 inh: MDM2-luciferase reporter signal enhancers, primary screen, MDM2 E3 ligase inhibitor project, cell-based, luminescence, 1536-well; E3 ubiquitin-protein ligase Mdm2 (Homo sapiens), Q00987; cell-based MDM2 ubiquitination luciferase reporter, 2 h; 0 = plate control, 100 = twice control, blank-subtracted; signal enhancement, % at 5 µM; 210,000 compounds, 0.11% hits; AID 1230, 2008;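 active means signal enhancement of 30% or more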;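 further: luminescence tracks abundance of the self-degrading MDM2-luciferase fusion protein; higher signal means inhibition of MDM2 E3 ligase activity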
Target sequence (Q00987 whole entry, looked up, the tested form may be a part): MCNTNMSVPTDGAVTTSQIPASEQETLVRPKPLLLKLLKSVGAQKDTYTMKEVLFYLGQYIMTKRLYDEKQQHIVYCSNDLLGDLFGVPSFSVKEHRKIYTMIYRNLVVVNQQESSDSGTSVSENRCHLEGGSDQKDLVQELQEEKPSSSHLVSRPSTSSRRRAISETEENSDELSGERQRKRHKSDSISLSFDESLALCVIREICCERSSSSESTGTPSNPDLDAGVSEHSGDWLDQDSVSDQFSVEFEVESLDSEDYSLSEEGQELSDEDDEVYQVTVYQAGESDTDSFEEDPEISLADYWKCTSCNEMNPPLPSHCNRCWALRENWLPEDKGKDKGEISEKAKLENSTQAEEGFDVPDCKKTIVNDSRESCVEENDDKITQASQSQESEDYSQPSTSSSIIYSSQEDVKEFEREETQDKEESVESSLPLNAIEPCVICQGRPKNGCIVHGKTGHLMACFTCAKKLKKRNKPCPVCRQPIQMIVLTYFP
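Assay system: mammalian cells stably expressing self-ubiquitinating, self-degrading MDM2 E3–luciferase fusion. Quantity: 2000 cells in each well. Medium: DMEM culture medium. Compound dosing: single-point 5 µM. Timing: cell settling 4 h, compound treatment 2 h, both 37 °C. Technique: luciferase luminescence. Read-out basis: percent signal gain over controls, blank-subtracted. Benchmarks: plate controls and plate blanks.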
p97 inhibitor: inhibitors of human p97 ATPase, primary screen, biochemical | recombinant p97 ATPase, Kinase-Glo ATP luminescence, 3 h | inhibition, % at 8 µM | 220,000 compounds, 0.42% hits; in the data active means inhibition above about 15%;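 further: 0% = DMSO vehicle and 100% = wells lacking enzyme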
NPY2 pot ag: NPY-Y2 potentiators or agonists, primary screen, cell-based; cells expressing NPY-Y2, potentiator/agonist read-out; activation, % at 3.6 µM; AID 1359, 2008; 220,000 compounds, 0.45% hits; Neuropeptide Y receptor type 2 (Homo sapiens), P49146; in the data active means activation above about 27%;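 further: cells stimulated with NPY near EC25 plus isoproterenol at EC100; 0% = vehicle plus submaximal agonist and 100% = vehicle plus saturating agonist; some results beyond the cut were filed as inactive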
Target sequence (P49146 whole entry, looked up): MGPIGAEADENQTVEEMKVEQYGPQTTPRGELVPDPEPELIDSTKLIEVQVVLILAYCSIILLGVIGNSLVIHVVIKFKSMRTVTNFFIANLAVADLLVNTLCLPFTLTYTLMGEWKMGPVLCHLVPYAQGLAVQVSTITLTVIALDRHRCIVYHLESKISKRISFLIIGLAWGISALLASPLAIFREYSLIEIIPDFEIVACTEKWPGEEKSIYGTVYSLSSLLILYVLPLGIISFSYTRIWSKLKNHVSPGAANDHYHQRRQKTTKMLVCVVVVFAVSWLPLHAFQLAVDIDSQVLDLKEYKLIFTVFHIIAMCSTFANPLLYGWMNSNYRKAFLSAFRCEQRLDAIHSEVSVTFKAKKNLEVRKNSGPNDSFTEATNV
Hck-Nef inh: inhibitors of Nef-activated human Hck kinase, primary screen, biochemical, Z-Lyte FRET, 384-well, Hck-YEEI. inhibition, % at 20 µM. Recombinant Hck-YEEI plus Nef, Z-Lyte FRET kinase assay. Tyrosine-protein kinase HCK (Homo sapiens), P08631. 220,000 compounds, 0.68% hits;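 active means Hck-Nef kinase inhibition above about 50%, limit read from the data; inactive means inhibition below that limit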;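 further: 0% = DMSO with Hck plus Nef and 100% = Hck alone without Nef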
NPY-Y1 PAM-ag: NPY-Y1 receptor potentiators or agonists, primary screen, cell-based; NPY-Y1 expressing cells, potentiator/agonist activation; Neuropeptide Y receptor type 1 (Homo sapiens), P25929; activation, % at 3.6 µM; 220,000 compounds, 0.37% hits; in the data active means activation above about 33%, passing the limit was not always enough;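 further: cells stimulated with NPY at EC10 then isoproterenol at EC100; 0% = low agonist plus stimulus and 100% = saturating agonist plus stimulus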
Runt-CBFb FRET: inhibitors of RUNX1 Runt–CBFb binding, primary screen, biochemical, FRET, Cerulean-Runt, Venus-CBFb, uHTS; 220,000 compounds, 0.46% hits; Runt-related transcription factor 1 (Homo sapiens) + Core-binding factor subunit beta …; inhibition, % at 20 µM; Cerulean-Runt/Venus-CBFb FRET ratio 530/480, 1 h;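 active means inhibition over about 50% at 20 µM in the single-dose screen, limit read from the data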;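 further: 0% = DMSO wells and 100% = excess unlabeled CBFb competitor control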
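Reagent – Venus-CBFb binding partner, 100 nM · Assay system – Cerulean-tagged RUNX1 Runt domain (FRET donor) fusion protein · Input – 100 nM per protein · Incubation – two 1 h room-temperature incubations shielded from light · Measured by – FRET fluorescence · Medium – Tris buffer pH 7.5 with salts and BSA · Benchmarks – unlabeled CBFb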
NPY-Y1 antag: NPY-Y1 receptor antagonists, primary screen, cell-based; 200,000 compounds, 1% hits; AID 1040, 2008; inhibition, % at 3.6 µM; HEK293-CNG Y1 cells, membrane potential fluorescence; NPY at EC95, then isoproterenol; Neuropeptide Y receptor type 1 (Homo sapiens), P25929;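 active means inhibition above the campaign mean inhibition of all tested compounds plus 3 SD, cut at about 20% in these data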;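 further: 0% = DMSO wells given NPY plus isoproterenol and 100% = isoproterenol alone without NPY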
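Assay system: HEK293 cells with Y1 receptor plus CNG channel | Probe or stimulus: NPY (25 nM), isoproterenol (1 µM), Ro 20-1724 (25 µM) | Timing: Compound incubation 1 h at room temperature, readout 45 min post-stimulation | Measured by: Membrane-potential fluorescent dye readout | Benchmarks: High control isoproterenol alone, low control NPY with isoproterenol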
Runt-SMMHC FRET: inhibitors of RUNX1 Runt–CBFb-SMMHC binding, primary screen, biochemical, FRET, Cerulean-Runt, Venus-CBFb-SMMHC, uHTS. Runt-related transcription factor 1 (Homo sapiens) + Core-binding factor subunit beta …. Cerulean-Runt/Venus-CBFb-SMMHC FRET ratio 530/480, 1 h. inhibition, % at 20 µM. 220,000 compounds, 0.74% hits;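 active means mean inhibition across duplicate retests at 20 µM reaching about 50%, limit read from the data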;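 further: 0% = DMSO wells and 100% = wells with excess untagged CBFb-SMMHC; inhibitors lower the FRET ratio by blocking Runt binding to CBFb-SMMHC; some results filed as inactive read as strong as hits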
* = called active by the depositor; / = not tested or not shown.

RBBP9 inh,MDM2 E3 inh,p97 inhibitor,NPY2 pot ag,Hck-Nef inh,NPY-Y1 PAM-ag,Runt-CBFb FRET,NPY-Y1 antag,Runt-SMMHC FRET,smiles
1,/,1,-12,-9,-8,1,-3,5,CCO[C@@H]1OC(C(=O)N2CCOCC2)=C[C@H](c2ccc(Br)cc2)[C@H]1CCCO
-5,-18,0,13,0,-6,0,-1,2,CCOc1ccc(NC(=O)CSc2ncn[nH]2)c([N+](=O)[O-])c1
14,-17,-2,6,-2,-6,1,1,-2,Cc1cccc(NCc2nc3ccccc3n2Cc2ccccc2)c1
-9,-6,5,-6,0,-6,0,2,2,COC(=O)c1cccc(NC(=S)Nc2cccc(Cl)c2C)c1
-4,-28,-2,-4,21,-18,1,5,1,CCOC(=O)C1CCCN(CCC(=O)Nc2ccc(C)c(C)c2)C1 (stereo unspecified)
3,-3,7,15,-1,20,-2,-1,2,OC(CNc1ccccc1)Cn1ccc2ccccc21 (stereo unspecified)
-3,11,4,4,38,24,-8,-1,-9,CCN(CC)C(=O)C1CCCN(c2ccc([N+](=O)[O-])cc2/C=N/NC(=O)c2cccc([N+](=O)[O-])c2)C1 (stereo unspecified)
0,3,4,-1,22,-3,42,-4,18,O=c1[nH]c2cc3c(cc2cc1CN(Cc1ccco1)C(=S)NCCCN1CCOCC1)OCCO3
-6,-5,2,4,-4,-8,2,1,1,COc1cc(C)ccc1OCCON1C(=O)CCC1=O
3,-14,-2,4,1,4,-2,12,-4,CCn1nnnc1SCC(=O)c1ccc2c(c1)OCCO2
-4,-11,7,2,2,-1,-2,/,-4,NC(=O)NC(=O)c1nccnc1C(=O)O
-4,/,5,-13,8,-4,2,/,-2,CN(c1ccccc1)S(=O)(=O)c1cccc(NC(=O)CN2CCCc3ccccc32)c1
2,/,4,-23,/,-7,0,9,-2,CC(C)C1CCC(C(=O)N[C@H](Cc2ccccc2)C(=O)O)CC1 (stereo partly specified)
-1,/,-3,3,0,7,-3,-1,4,O=C(CSc1nnc(Cc2cccs2)n1-c1ccc(Cl)cc1)NCc1ccc2c(c1)OCO2
-4,2,-1,6,-1,3,-8,5,-1,Cc1nnc(C)n1/N=C/c1cccc(Oc2ccccc2)c1
-6,8,5,-3,8,-9,0,-6,4,O=C(Nc1ccc(S(=O)(=O)NC2CCCCC2)cc1)c1ccco1
-7,-13,-2,-7,1,-18,-2,0,3,O=C(CSc1cccc(C(F)(F)F)c1)NC(=O)c1ccccc1
6,-12,-4,-20,-3,-36,-1,13,0,COc1ccc(Cl)cc1NC(=O)C(C)N1CCN(C/C=C/c2ccccc2)CC1 (stereo unspecified)
0,-14,3,0,1,2,2,2,-127,COc1ccc(OC)c(S(=O)(=O)N2c3ccccc3CC2C)c1 (stereo unspecified)
-1,-22,-5,-13,0,-10,0,0,3,O=C(NC1CCCC1)C(c1ccc(N2CCOCC2)cc1)N(Cc1ccco1)C(=O)c1ccco1 (stereo unspecified)
-9,1,4,-15,2,-21,-1,5,-2,CCOc1ccccc1NC(=O)c1nc(-c2ccccc2)oc1C
-12,-9,0,-7,0,0,0,3,-3,Cn1c(SCCCC(=O)c2ccc(Br)cc2)nnc1-c1ccncc1
-6,-16,-3,-2,9,-14,0,3,1,O=C(c1cccc(F)c1)N1CCC(N2CCCCCC2)CC1
0,2,-1,1,-14,9,0,0,-1,Cc1ccc(C2CC(c3cccc(C)c3)n3nc(N)nc3N2)cc1 (stereo unspecified)
-5,-7,4,3,30,1,-5,6,0,COC(=O)c1c(C(=O)OC)c(-c2ccc(C(C)(C)C)cc2)n2c1CS(=O)C2 (stereo unspecified)
-10,-8,2,3,2,15,-3,-2,5,COc1ccc(CCN(C(=O)C(F)(F)F)C(C(=O)NC2CCCCC2)c2ccc(C)s2)cc1 (stereo unspecified)
-5,-1,2,6,0,-5,0,1,-1,O=C(CCCN1C(=O)c2ccccc2C1=O)NCCCn1ccnc1
-13,3,2,8,0,-7,1,-2,0,CCc1ccccc1NC(=S)N(CCN(C)C)Cc1cccs1
-3,-4,1,1,17,-30,-9,1,-2,COc1cccc(C2CC(c3ccc(C(C)C)cc3)n3nc(N)nc3N2)c1 (stereo unspecified)
-4,/,-2,-1,33,3,-1,/,-1,CCN(CC(=O)Nc1ccccc1SC)Cc1nc2ccccc2c(=O)[nH]1
-3,-15,7,13,7,26,0,/,3,COc1ccc(C(=O)C[n+]2ccc(N(C)C)cc2)cc1
-8,4,-1,-2,0,-16,/,3,-7,CCn1nc2cc(C(=O)NCc3cc(C(F)(F)F)cc(C(F)(F)F)c3)ccc2c1OC
-3,-13,-1,-7,2,2,-2,-6,2,Cc1ccccc1C(=O)N1CCC(C(=O)Nc2ccc(S(=O)(=O)N(C)C(C)C)cc2)CC1
-5,-9,0,-1,14,-10,1,8,-2,CC(=O)c1ccc(Nc2cc(C)nc3ccc(C)cc23)cc1
-6,0,1,-2,2,-34,-4,13,-9,CCOC(=O)c1c(-c2cccs2)csc1NC(=O)CN(CC)CC
3,-26,2,7,1,15,2,-4,4,COC(=O)Nc1ccc(Oc2ccccc2)cc1
-7,-10,0,5,1,11,-3,0,1,COc1ccccc1N(CC(=O)NC1CCCC1)C(=O)CCC(=O)Nc1cc(C)on1
-7,-5,2,3,26,9,0,9,1,O=C(CSc1nnc2ccccn12)N1CCc2ccccc21
-3,-3,1,-11,6,-3,-2,6,1,Cc1ccc(-c2ccc(=O)n(CC(=O)Nc3cccc(C(=O)N4CCN(C)CC4)c3)n2)cc1
-1,11,4,4,26,2,0,-1,-2,CCCN(CCC)c1nc(C#N)nc(N(CCC)CCC)n1
-2,-4,2,1,12,-4,-1,0,0,Cc1nonc1OCCCNc1ccc([N+](=O)[O-])cc1Cl
-2,-14,6,-13,1,11,-1,/,-3,CC(C)(C)c1ncc(S(=O)(=O)c2ccc(C(F)(F)F)cn2)c(N)n1
-2,-9,-4,4,32,0,1,/,1,COC(=O)CSc1nc(N2CCOCC2)c2c(c1C#N)CCCC2
-2,-8,5,4,1,3,-1,-3,10,O=C(COc1ccccc1Cl)NC(=O)NC1CCCC1
-3,12,5,1,18,-2,-2,5,-2,COc1ccccc1N1CCN(C(=O)CNC(=O)c2cn(-c3ccccc3OC)c(=O)c3ccccc23)CC1
-1,6,3,1,-13,-21,0,-4,0,N=c1nc(N)nc2n1NC(c1ccc(F)cc1)=CS2
-9,-5,-1,-20,0,-4,-3,10,0,O=C(Nc1ccc(Cl)c(Cl)c1)OCc1cnc(Cl)s1
7,-9,2,-5,1,-1,1,-2,-1,CC(=O)Nc1ccc(S(=O)(=O)NC2=NCN(CCOC(=O)c3ccccc3)CN2)cc1
2,0,-3,-11,9,-20,13,6,47,Cc1cccc(Nc2nnc(SC/C(O)=C(\C#N)c3nc4ccccc4[nH]3)s2)c1C
-1,-7,0,-9,1,-6,3,6,-3,CCOC(=O)c1c(C)[nH]c(C(=O)C(C)OC(=O)c2oc3ccccc3c2COC)c1C (stereo unspecified)
6,-4,4,4,5,13,0,2,5,O=C(Nc1cccc([N+](=O)[O-])c1)Nc1ccc(Cl)cn1
2,3,4,3,1,-9,0,3,-6,O=C(COC(=O)c1ccccc1S(=O)(=O)N1CCCCC1)NCC(F)(F)F
-3,-8,4,14,0,20,2,-4,3,N=C1c2ccccc2CN1NC(=O)c1cccc(S(=O)(=O)N2CCOCC2)c1
-4,-10,-4,5,0,-12,0,6,-2,CC1=NN(C(=O)c2ccc(Cn3nc(C)c([N+](=O)[O-])c3C)cc2)C(O)(C(F)(F)F)C1 (stereo unspecified)
-5,15,5,6,5,14,-1,-1,3,COc1cc(/C=C/C(=O)O)cc(S(=O)(=O)Nc2ccc(F)cc2)c1OC
/,-10,/,/,31,/,1,/,2,CCCC(=O)Nc1cc(C)c2c(=O)oc3ccccc3c2n1
-6,-9,-1,0,1,23,0,-3,-2,COCCn1nnnc1C(c1cccs1)N1CCN(c2nc3ccccc3s2)CC1 (stereo unspecified)
-9,7,-6,-9,2,-6,-3,3,-7,O=C(c1ccccc1)c1cccn1CC(=O)N1CCN(c2ccccc2)CC1
-10,-11,0,1,20,-5,0,0,1,Cc1cc(=O)[nH]c(/N=C(\N)Nc2ccc(SC(F)F)cc2)n1
3,20,-1,0,0,-5,/,9,-6,COc1ccc(-c2nc(C#N)c(N3CCc4ccccc4C3)o2)cc1OC
0,-13,3,3,0,14,-1,17,4,O=C(CCC1CCCCC1)Nc1c2c(nn1-c1ccc(F)cc1)CS(=O)C2 (stereo unspecified)
1,-11,6,2,20,3,2,/,4,CC(=O)Nc1cccc(-n2nnc(SCC(N)=O)n2)c1
0,-22,3,2,1,-2,3,9,-3,Nc1ccccc1-c1nnc(SCc2ccccc2Cl)[nH]c1=O

A few values from the list:
Result of `COc1cc(/C=C/C(=O)O)cc(S(=O)(=O)Nc2ccc(F)cc2)c1OC` in p97 inhibitor: 5
Result of `Cc1cc(=O)[nH]c(/N=C(\N)Nc2ccc(SC(F)F)cc2)n1` in RBBP9 inh: -10

An excerpt from above, showing only MDM2 E3 inh, Runt-CBFb FRET and NPY2 pot ag.
compound | MDM2 E3 inh | Runt-CBFb FRET | NPY2 pot ag
CC(=O)Nc1ccc(S(=O)(=O)NC2=NCN(CCOC(=O)c3ccccc3)CN2)cc1 | -9 | 1 | -5
CCN(CC)C(=O)C1CCCN(c2ccc([N+](=O)[O-])cc2/C=N/NC(=O)c2cccc([N+](=O)[O-])c2)C1 (stereo unspecified) | 11 | -8 | 4

Screens: PubChem BioAssay, several laboratories
